tim10-1 inh – inhibits growth of tim10-1 mutant yeast; S. cerevisiae tim10-1 ts strain growth, BacTiter-Glo, 24 h; inhibition, % at 20 µM; actives 2.2% (n = 330,000);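 active means inhibition of at least 40%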;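 further: mutant grown at 25 °C; 0% = DMSO wells with yeast and 100% = wells holding no yeast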
APOBEC3A inh – blocks human APOBEC3A ssDNA deamination | P31941 | recombinant A3A, FAM/TAMRA ssDNA deamination fluorescence | inhibition, % at 20 µM | actives 0.41% (n = 330,000) | AID 493011;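 active means at least 40% inhibition at 20 µM here, with at most 30% in a related deaminase screen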;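 further: plate controls were A3A with DMSO for no effect and wells lacking A3A enzyme for full effect; some results filed as inactive read as strong as hits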
Target sequence (P31941 whole entry, looked up): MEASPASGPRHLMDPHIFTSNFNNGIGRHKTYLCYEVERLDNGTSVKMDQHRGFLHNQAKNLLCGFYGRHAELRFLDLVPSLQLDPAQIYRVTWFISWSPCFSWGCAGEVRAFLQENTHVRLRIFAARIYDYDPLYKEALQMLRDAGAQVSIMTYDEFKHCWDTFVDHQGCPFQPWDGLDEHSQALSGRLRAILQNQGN
APOBEC3G inh – inhibitors of human APOBEC3G DNA deaminase | recombinant A3G, ssDNA deamination FAM/TAMRA fluorescence | inhibition, % at 20 µM | actives 0.28% (n = 330,000) | AID 493012;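 active means inhibition of at least 40% at 20 µM, with no more than 30% in the related APOBEC3A deaminase screen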;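 further: plate controls were DMSO wells with A3G for no effect and wells lacking A3G enzyme for full effect; some compounds called inactive have numbers as strong as hits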
Target sequence (Q9HC16 whole entry, looked up): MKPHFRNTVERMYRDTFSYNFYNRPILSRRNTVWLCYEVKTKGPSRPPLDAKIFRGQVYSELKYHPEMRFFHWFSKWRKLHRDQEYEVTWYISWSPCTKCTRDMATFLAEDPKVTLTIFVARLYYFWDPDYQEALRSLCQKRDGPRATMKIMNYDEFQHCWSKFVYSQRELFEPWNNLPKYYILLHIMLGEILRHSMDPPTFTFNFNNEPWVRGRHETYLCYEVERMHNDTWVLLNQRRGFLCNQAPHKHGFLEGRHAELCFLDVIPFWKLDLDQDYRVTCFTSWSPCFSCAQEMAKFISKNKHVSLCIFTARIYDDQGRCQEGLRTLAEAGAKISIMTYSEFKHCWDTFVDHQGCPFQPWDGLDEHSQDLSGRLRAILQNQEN
TIM10 inh – inhibits growth of TIM10 yeast strain. S. cerevisiae TIM10 strain growth, BacTiter-Glo luminescence, 24 h. actives 1.4% (n = 330,000). inhibition, % at 10 µM. AID 463195;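 active means inhibition of 40% or more at the single tested concentration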;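 further: wild-type TIM10 isogenic control strain grown at permissive 25 °C; 0% = DMSO yeast wells and 100% = minimal medium wells without yeast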
MIN6 prolif – MIN6 beta-cell proliferation induction; MIN6 cells proliferation, ATPlite luminescence, 48 h; cells starved in 0.2% serum; 100% = growth in 10% serum; actives 0.29% (n = 330,000); proliferation, % at 10 µM;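 active means compounds whose signal lies at least 3.5 SD above the mean of all wells on their plate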;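 further: 0% = DMSO-treated cells in low-serum medium and 100% = 10% serum control; some compounds called inactive have numbers as strong as hits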
mIAP block – blocks mouse intestinal alkaline phosphatase | purified mouse IAP, CDP-Star luminescence, 30 min | inhibition, % at 10 µM | actives 0.2% (n = 330,000) | AID 2806;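 active means inhibition of at least 40% at 10 µM in the primary screen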;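 further: plate controls were DMSO with enzyme for no effect and no enzyme wells for full effect; values of inactives mirror those of a sister screen read the other way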
hIAP inh – blocks human intestinal alkaline phosphatase | AID 2544 | purified IAP, CDP-Star luminescence, 30 min | P09923 | inhibition, % at 10 µM | actives 0.12% (n = 330,000);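 active means inhibition reaching a set limit with compound at 10 µM in the primary screen, cut at about 35% in these data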;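 further: plate controls were DMSO wells with enzyme for no effect and no-enzyme buffer wells for full effect; values of inactives mirror those of a sister screen read the other way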
Target sequence (P09923 whole entry, looked up): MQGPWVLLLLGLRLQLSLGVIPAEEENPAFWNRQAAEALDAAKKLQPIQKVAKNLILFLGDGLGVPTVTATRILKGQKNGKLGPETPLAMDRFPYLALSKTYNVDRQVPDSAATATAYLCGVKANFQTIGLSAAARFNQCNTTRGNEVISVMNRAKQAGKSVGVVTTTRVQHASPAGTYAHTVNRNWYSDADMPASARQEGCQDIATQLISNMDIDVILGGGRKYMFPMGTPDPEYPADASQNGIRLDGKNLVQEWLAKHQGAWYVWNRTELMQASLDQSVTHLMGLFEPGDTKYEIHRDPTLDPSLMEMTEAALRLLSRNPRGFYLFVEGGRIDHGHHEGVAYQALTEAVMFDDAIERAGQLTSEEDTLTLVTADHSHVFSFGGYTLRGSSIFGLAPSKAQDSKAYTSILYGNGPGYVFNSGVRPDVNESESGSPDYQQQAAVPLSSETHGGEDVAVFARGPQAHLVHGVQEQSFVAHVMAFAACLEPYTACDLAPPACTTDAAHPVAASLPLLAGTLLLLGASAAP
NLRP3 yeast inh – inhibitors of NALP3 inflammasome in yeast; Yeast reconstituted NLRP3/ASC/caspase-1, beta-gal luminescence, 24 h; inhibition, % at 10 µM; actives 0.39% (n = 330,000);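 active means inhibition of 50% or more; inactive means inhibition below 50%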;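 further: plate controls were induced DMSO wells for no effect and uninduced yeast grown without galactose for full effect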
mIAP activ – increases mouse intestinal alkaline phosphatase activity; actives 0.24% (n = 330,000); activation factor at 10 µM; muIAP, CDP-Star luminescence, 30 min; active compounds read high; 1 = vehicle-only enzyme signal, 0 = enzyme-free wells;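 active means activation factor of at least 2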; further: the source names both 10 and 20 µM as test concentration; values of inactives mirror those of a sister screen read the other way
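also added = chemiluminescent substrate CDP-Star | test system = mouse IAP enzyme | signal = chemiluminescence readout | compound = DMSO-dissolved test compounds | incubation = 30 min at room temperature | benchmarks = DMSO wells, no-enzyme wells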
The depositor's hits bear a star; x = no result given. Not a hit list, and some 4.6% of all compounds hit somewhere here.

SMILES	tim10-1 inh	APOBEC3A inh	APOBEC3G inh	TIM10 inh	MIN6 prolif	mIAP block	hIAP inh	NLRP3 yeast inh	mIAP activ
O=C(/C=C/c1cccc([N+](=O)[O-])c1)NCCSCc1cccc(Cl)c1	38	-2	-2	37	-3	14	7	71*	0.86
COc1c(C)cccc1C(=O)Nc1cc(-c2nn3c(C)nnc3s2)ccc1C	9	-1	-5	-6	1	10	-9	32	0.9
O=C(O)/C=C\c1cccc(-n2nnnc2SCc2ccccc2F)c1	-3	-2	-5	6	-4	11	6	20	0.89
CCc1ccc(NC(=O)COc2ccc3c(c2)OCO3)cc1	-14	2	0	-13	-1	3	-5	17	0.97
Cc1cc(C)n(CC2CC(=O)N(c3ccccc3)C2=O)n1 (stereo not given)	20	-1	-1	14	-2	-4	4	10	1
CCOC(=O)c1ccc(NC(=O)Nc2c(C)nn(C)c2C)cc1	11	0	-3	5	-3	-6	2	5	1.1
COc1ccc2c(c1)c(C(=O)N/N=C/c1ccc(Br)cc1)c(C)n2C	26	-1	-8	11	-2	2	6	20	0.98
NNC(=S)Nc1cccc(-c2n[nH]c(=S)o2)c1	-7	-4	-3	15	-2	25	-4	-1	0.75
COc1ccccc1NC(=S)NCCc1ccccc1	16	2	2	4	-1	1	-25	15	0.99
C=Cn1cc[n+](CC(=O)c2ccc(C)cc2)c1	-1	12	-2	-1	1	-10	5	0	1.1
OC1CCN(C(c2ccc3ncccc3c2)c2nnnn2C2CCCCC2)CC1 (stereo not given)	19	-3	-5	10	1	8	-7	-2	0.92
CCNC(=S)NNC(=S)NCc1ccccc1	6	-1	10	-2	1	12	-61	14	0.88
O=C(NCCc1ccc(F)cc1)C(=O)NCC1CCCN1S(=O)(=O)c1cccs1 (stereo not given)	30	-4	-1	13	-5	1	-21	18	0.99
CCC(=O)c1ccc(OCC(=O)OC(C)C(=O)N2CCc3ccccc32)cc1 (stereo not given)	9	-5	-9	7	2	4	0	1	0.96
CCSc1nnc(NC(=O)C2CCCN(S(=O)(=O)c3cnc[nH]3)C2)s1 (stereo not given)	-6	-1	-5	-3	4	-6	1	14	1.1
Cc1cc2nc3n(c2cc1C)CC1CC(C(=O)NCc2cccc(Br)c2)N(C)C31 (stereo not given)	-3	-5	-10	-2	0	-7	16	13	1.1
Cc1ccc(COc2ccc(CNCCCN3CCCCCC3=O)cc2)cc1	-15	-5	-13	5	-1	3	6	17	0.97
Cc1ccc(NS(=O)(=O)c2ccc(F)cc2)nc1	-19	-6	-4	-4	1	-8	-10	13	1.1
N#Cc1ccccc1OCC(=O)NC(=O)NCc1ccco1	16	4	-1	9	-3	-3	-20	2	1
CCCc1ccc(OCc2ccc(C(=O)Nc3cccc(C)n3)o2)c(OC)c1	11	1	0	14	-1	-1	14	6	1
Cc1ccccc1OCCN1C(=O)NC2(CCCc3ccccc32)C1=O (stereo not given)	15	9	0	-16	0	6	10	7	0.94
Nc1ccc(S(N)(=O)=O)cc1N	-6	4	-2	-14	-1	38	-4	11	0.62
O=C1CC[C@@H](CN(Cc2ccccc2)Cc2cn[nH]c2-c2cc3ccccc3o2)N1	1	5	-7	14	-5	-11	-25	-3	1.1
COCCSc1ccccc1C(=O)NCC1CCCO1 (stereo not given)	8	1	0	16	-4	-6	-3	6	1.1
COc1ccccc1NC(=O)C(C)OC(=O)CCCN=C1NS(=O)(=O)c2ccccc21 (stereo not given)	13	7	5	2	-2	-10	-17	20	1.1
COCCCNC(=S)NNC(=O)c1ccc(S(=O)(=O)N2CCC(C)CC2)cc1	10	-1	-2	9	1	12	-52	20	0.88
COc1ccc(NC(=O)COc2nc(N(C)C)nc(N(C)C)n2)cc1	18	0	-2	7	-1	-1	-15	20	1
C=CCOn1c(=O)c(-c2ccc(C)cc2)[n+]([O-])c2ccccc21	18	-1	-8	11	4	2	8	-4	0.98
COc1cc(C(C)=O)ccc1OCC(=O)Nc1cc(Cl)ccc1-n1cncn1	11	-1	-11	-2	5	4	-2	23	0.96
CN(C)C=NC(=O)/C(C#N)=C1\CCc2ccccc2N1	18	-4	-7	2	-2	7	-9	11	0.93
Cc1c(C(=O)N/N=C/c2cccc(O)c2)nnn1-c1nonc1N	-10	-4	-6	11	-3	8	15	6	0.92
COc1ccc(NC(=O)CCSc2nc(C)cs2)cc1	18	0	0	-8	-3	-2	-1	31	1
O=C(NC1CCS(=O)(=O)C1)c1cccc(Br)c1 (stereo not given)	-1	-5	-8	0	6	-1	-15	-6	1
COc1ccc(NC(=O)c2ccc3ncsc3c2)cc1	-2	-3	-8	-14	0	-2	-12	10	1
Cc1cc(OCC(=O)NNC(=O)c2cnccn2)cc(C)c1Cl	16	5	-1	20	-4	7	-106	28	0.93
O=C(Cc1ccc([N+](=O)[O-])cc1)Nc1cccc(C(=O)N2CCCC2)c1	2	-1	-3	2	-3	6	0	18	0.94

4 entries from above, set out differently.
C=Cn1cc[n+](CC(=O)c2ccc(C)cc2)c1
  tim10-1 inh = -1 | APOBEC3A inh = 12 | APOBEC3G inh = -2 | TIM10 inh = -1 | MIN6 prolif = 1 | mIAP block = -10 | hIAP inh = 5 | NLRP3 yeast inh = 0 | mIAP activ = 1.1
COc1ccc2c(c1)c(C(=O)N/N=C/c1ccc(Br)cc1)c(C)n2C
  tim10-1 inh = 26 | APOBEC3A inh = -1 | APOBEC3G inh = -8 | TIM10 inh = 11 | MIN6 prolif = -2 | mIAP block = 2 | hIAP inh = 6 | NLRP3 yeast inh = 20 | mIAP activ = 0.98
Nc1ccc(S(N)(=O)=O)cc1N
  tim10-1 inh = -6 | APOBEC3A inh = 4 | APOBEC3G inh = -2 | TIM10 inh = -14 | MIN6 prolif = -1 | mIAP block = 38 | hIAP inh = -4 | NLRP3 yeast inh = 11 | mIAP activ = 0.62
COc1ccc(NC(=O)c2ccc3ncsc3c2)cc1
  tim10-1 inh = -2 | APOBEC3A inh = -3 | APOBEC3G inh = -8 | TIM10 inh = -14 | MIN6 prolif = 0 | mIAP block = -2 | hIAP inh = -12 | NLRP3 yeast inh = 10 | mIAP activ = 1

More records
SMILES	tim10-1 inh	APOBEC3A inh	APOBEC3G inh	TIM10 inh	MIN6 prolif	mIAP block	hIAP inh	NLRP3 yeast inh	mIAP activ
CCOc1ccc2[nH]c(=O)c(CN(CCCO)S(=O)(=O)c3ccc(F)cc3)cc2c1	-5	-1	-9	14	0	4	5	11	0.96
CCc1cccc(C)c1NC(=O)CN1C(=O)NC(C)(CCC(C)C)C1=O (stereo not given)	0	-5	-7	-8	0	6	-2	5	0.94
COc1ccc([C@H]2[C@H](C(C)=O)N3N=Cc4ccccc4C3C23C(=O)OC(C)(C)OC3=O)cc1 (stereo not given in full)	-3	2	-7	15	-5	8	5	17	0.92
CC(=O)c1nn(-c2cccc(Br)c2)cc1C(=O)c1cccc2ccccc12	31	0	-5	-10	-5	0	-32	4	1
Cc1cccc(NC(=O)C2c3ccccc3Oc3ccccc32)n1	34	0	0	2	-3	-11	-26	27	1.1
Cn1nc(C(F)(F)F)c(-c2cccc(C(F)(F)F)c2)c1NC(=O)c1nccnc1C(=O)O	10	-1	-8	12	-3	-13	-6	-1	1.1
O=C(O)CC1(CC(=O)Nc2ccc(F)cc2F)CCCCC1	-10	2	-4	-3	-2	-1	-4	9	1
CCN(CC)C(=O)COc1ccc2oc(C)c(C(=O)OC(C)C)c2c1	16	-3	-8	-2	2	0	-23	12	1
COc1cccc(/C=C/C(=O)OCC(=O)NC2CCCCCCC2)c1	25	2	5	11	-7	-2	-2	9	1
CCCNC(=O)c1nc(C)n(-c2cc(Cl)ccc2Cl)n1	-5	3	-6	-2	-2	-2	0	-1	1
Cc1ccc2nc(Nc3nc(CSc4nnnn4-c4ccccc4)cc(=O)[nH]3)nc(C)c2c1	7	-1	-4	6	-3	23	-76	1	0.77
CCC(C(=O)Nc1ccccc1C(=O)N1CCCC1)N1C(=O)c2ccccc2C1=O (stereo not given)	7	0	1	-24	-1	-6	-2	21	1.1
O=C(O)C1C2C=CC(C2)C1C(=O)NCc1ccc(Cl)c(Cl)c1 (stereo not given)	12	1	-1	-1	1	5	-7	4	0.95
C/C(=N\NC(=O)Cn1cc([N+](=O)[O-])cn1)c1ccco1	-10	4	4	-7	1	6	-13	-4	0.94
O=C(Nc1ccc(N2CCOCC2)c(Cl)c1)c1ccc(F)cc1	13	0	-1	12	0	4	12	13	0.95
O=C1CN(C(=O)COC(=O)CCC(=O)c2ccc3c(c2)OCCO3)c2ccccc2N1	9	-2	-4	-12	-4	2	-3	18	0.98
CCC1CCCCN1C(=O)c1ccc2c(c1)C(=O)N(c1ccc(C)cc1)C2=O (stereo not given)	10	-2	-7	21	0	-7	3	2	1.1
O=C(NCC(=O)N(c1ccccc1)C(C(=O)NC1CCCCC1)c1cccnc1)c1ccco1 (stereo not given)	-9	-2	-10	7	-2	-2	8	17	1
CCN1C(=O)[C@H]2[C@@H](c3ccc(-c4ccc(C(C)=O)cc4)cc3)N3CCCC[C@@]3(C(=O)OC)[C@H]2C1=O	25	2	11	23	-8	4	15	12	0.96
Cc1cc(CN(C)Cc2ccc(OCC(O)CN(C)Cc3ccccc3)cc2)on1 (stereo not given)	11	-2	-5	-10	-1	1	-20	7	0.99
CC1CCc2sc(-c3n[nH]c(=S)o3)cc2C1 (stereo not given)	13	-4	-9	12	-2	8	-3	1	0.92
CC(C(=O)NCc1ccc(F)cc1)n1ccc2cc(S(=O)(=O)N3CCCC3)ccc21 (stereo not given)	7	-3	-4	8	-1	-32	-18	5	1.3
CCCN(C(=O)Cc1coc2cc(C)c(C)cc12)c1c(N)n(Cc2ccccc2)c(=O)[nH]c1=O	-13	-2	-10	-9	3	12	-2	2	0.88
Cc1ccccc1Cn1cc(S(=O)(=O)CC(=O)Nc2nccs2)c2ccccc21	7	9	-5	14	-4	8	-10	11	0.93
CCc1ccc(NC(=O)C2CCC(CNC(=O)[C@@H]3Cc4ccccc4CN3)CC2)cc1 (stereo not given in full)	17	-2	-2	-8	-1	-1	3	5	1
Cn1c(=O)[nH]c(=O)c2c1nc(SCC(=O)O)n2CCc1ccccc1	-6	-5	-3	2	0	14	9	9	0.86
O=C(Nc1ccccc1Cl)C1CC(=O)N(c2ccccc2)C1 (stereo not given)	11	-3	-10	17	0	6	1	26	0.94
CCN(CC)C(=O)[C@H]1C[C@H](CC(=O)NCCCOC)C(=O)N2CCc3c([nH]c4cc(-c5ccco5)ccc34)[C@]12C	12	2	4	-3	x	-5	x	x	1
Cc1nn(-c2cccc(C(F)(F)F)c2)c(Cl)c1/C=N/n1cnnc1	10	0	1	5	-1	-8	2	-9	1.1
CC(CNCC1CCCO1)COc1ccccc1 (stereo not given)	-1	2	0	3	-3	-4	0	2	1
Cc1ccc(NC(=S)NCc2cccs2)c(C)c1	31	1	4	27	-3	-7	5	11	1.1
Cc1cc(C)c(NC(=O)C2CC(=O)N(C3CCCC3)C2)c(C)c1 (stereo not given)	0	-4	-5	4	1	-7	-19	11	1.1
C1=C(c2ccccc2)CCN(c2nc3ccccc3n3cnnc23)C1	39	4	-4	18	3	-5	0	13	1
COC(=O)c1ccc(NC(=S)NC2CC3CCC2C3)cc1 (stereo not given)	22	3	-5	1	-6	-202	-15	20	3*
CC(C)Cc1ccc(S(=O)(=O)N2CCN(c3ccccn3)CC2)cc1	1	-1	-7	7	0	3	-18	2	0.97
COc1ccc(CC(=O)NCc2n[nH]c(=S)n2-c2ccc(Br)cc2)cc1	-8	1	17	4	-2	-4	-17	22	1
COc1c(C)cc(C(=O)C2CCCN(S(=O)(=O)N(C)C)C2)cc1C (stereo not given)	-3	-6	-6	6	-4	0	-6	4	1
C/C(CC(=O)NCc1ccccc1)=N\NC(N)=S	-6	-1	-5	-2	2	4	6	26	0.96
